Source: PubChem
Growth percent in the NCI-60 one-dose screen (48 h, 10 µM unless noted): 100 = growth as untreated, 0 = no growth, -100 = all killed.
M14 – M14 melanoma. 80,000 tested, 6.2% active. AID 1794745
SK-MEL-5 – SK-MEL-5 melanoma; 80,000 tested, 6.4% active; AID 1794755
UACC-62 – UACC-62 melanoma; 81,000 tested, 5.4% active; AID 1794756
MDA-MB-435 – MDA-MB-435 melanoma; AID 1794794; 82,000 tested, 7.8% active
A549/ATCC – A549/ATCC NSCLC; 81,000 tested, 3.7% active; AID 1794740
SK-MEL-28 – SK-MEL-28 melanoma; 81,000 tested, 4.1% active
SK-MEL-2 – SK-MEL-2 melanoma | 77,000 tested, 4.7% active | AID 1794763
UACC-257 – UACC-257 melanoma. AID 1794764. 78,000 tested, 4.4% active
* marks the source's active call; other numbers are inactive results; / = not tested or not shown; & = joins results of further samples; [ ] = dose if it differs, or a comment. Rule for the calls: active = growth percent below 10; inactive = the rest. Not a hit list, and some 11% of all compounds hit somewhere here.

SMILES | M14 | SK-MEL-5 | UACC-62 | MDA-MB-435 | A549/ATCC | SK-MEL-28 | SK-MEL-2 | UACC-257
CO/N=C(/C(=O)N[C@@H]1C(=O)N2C(C(=O)O)=C(COC(C)=O)CS[C@H]12)c1csc(N)n1 | 102 | 99 | 100 | 98 | / | 102 | 114 | 103
O=C(NC1CC1)c1ccccc1 | 108 | 102 | 102 | 105 | 106 | 118 | 109 | 108
N#CC(COC(=O)Nc1cccc(Cl)c1)OCCO (stereo not given) | 103 | 106 | 101 | 104 | 92 | 103 | 97 | 95
O=C(NCc1ccc(Cl)cc1Cl)C1CCC(=O)N1c1cccs1 (stereo not given) | 104 | 102 | 81 | 97 | 86 | 93 | 91 | 91
O=C(CC(=O)c1ccccc1F)Nc1ccc([N+](=O)[O-])cc1 | 100 | 86 | 80 | 88 | / | 100 | 84 | /
O=c1cc(/C=N/Nc2nc(-c3cc(=O)oc4ccc(Br)cc34)cs2)c2cc(Cl)ccc2o1 | 100 | 96 | 86 | 113 | 91 | 108 | 92 | 93
C=C(C)[C@@H]1CC[C@]2(C(=O)NCCCCCCN(CCC#N)CCC#N)CC[C@]3(C)[C@H](CC[C@@H]4[C@@]5(C)CC[C@H](OCCC#N)C(C)(C)[C@@H]5CC[C@]43C)[C@@H]12 | 46[100 µM] | 40[100 µM] | 65[100 µM] | 80[100 µM] | 54[100 µM] | 89[100 µM] | 81[100 µM] | 72[100 µM]
CNC1CCc2c(sc(NC(=O)c3ccc(C(C)(C)C)cc3)c2C(N)=O)C1 (stereo not given) | 53 | 84 | 60 | 45 | 31 | 63 | 73 | 56
N#Cc1c(-c2cccnc2)cc(-c2ccc3ccccc3c2)[nH]c1=O | 116 | 78 | 94 | 99 | 85 | 104 | 110 | 105
N#Cc1c(-c2ccc(Cl)cc2)nc(NS(=O)(=O)c2ccccc2)nc1N1CCOCC1 | 118 | 103 | 105 | 101 | 110 | 115 | 105 | 112
CC(=O)n1cc(-c2c[nH]c3ccccc23)c(-c2ccc(Cl)cc2)n1 | 76 | 79 | 93 | 89 | 94 | 94 | 98 | 103
COc1nc2cc(OCc3ccccc3)ccc2cc1-c1nc2c(cnn2-c2ccc(Br)cc2)c(=O)[nH]1 | 95 | 102 | 82 | 90 | 86 | 84 | 96 | 111
CC1CC2=C(CC1CNCCCN(C)C)C(C)(C)CCC2 (stereo not given) | 105 | 101 | 106 | 84 | 33 | 111 | 109 | 105
O=C(O)c1c[nH]c2c([N+](=O)[O-])cccc2c1=O | 101 | / | / | / | 109 | 131 | 102 | 105
O=C(/C=C/c1ccc(Oc2ccc(Br)cc2)cc1)c1cc2ccccc2oc1=O | 87 | 98 | 82 | 94 | 100 | 102 | 97 | 90
Oc1c(Br)cc(Br)c2cccnc12 | 30 | 41 | / | 58 | 41 | 81 | 84 | 72
Nc1nc2cc(Br)ccc2o1 | 96 | 104 | 91 | 105 | / | 116 | 93 | /
COc1cc2c(c(OC)c1OC)C(=O)CC(c1cccc(C(=O)Nc3ccncc3)c1)O2 (stereo not given) | 104 | 82 | 78 | 94 | 92 | 111 | 97 | 82
NS(=O)(=O)c1ccc(N2N=C(c3ccc(Cl)cc3)CCC2=O)cc1 | 90 | 88 | 84 | 89 | 86 | 116 | 109 | 87
O=S(=O)(CBr)c1ccccc1 | 105 | 104 | 109 | 106 | 103 | 109 | 100 | 101
CCCCOc1nc2cc(Cl)ccc2cc1/C=C/C(=O)/C=C1/CC(c2cc3ccc(Cl)cc3nc2OCCCC)Nc2ccccc2N1 (stereo not given) | / | / | 101 | 106 | 97 | 109 | 107 | 97
NS(=O)(=O)c1ccc(CCn2c(SCC(=O)Nc3ccc(Br)cc3)nc3ccccc3c2=O)cc1 | 82 | 68 | 46 | 86 | 73 | 96 | 75 | 87
CSc1nc2cc(Oc3cccc(Cl)c3Cl)c(Cl)cc2[nH]1 | 87 | 79 | 78 | 92 | 83 | 102 | 88 | 97
Cc1nc(N)cc(C[n+]2csc(CCO)c2C)n1 | 113 | 121 | 103 | 104 | 103 | 109 | 121 | 100
COc1ccc(NC(=O)Nc2cc(C(C)C)c(O)cc2C)cc1 | 96 | 101 | 92 | 103 | 91 | 92 | 115 | 100
COc1cc(C(=O)Nc2ccc3c(c2)OCO3)cc2c1OCCO2 | 101 | 109 | 73 | 94 | 92 | 107 | 96 | 99
C=C(CNCCc1ccc(O)cc1)[C@@H]1CC[C@]2(CO)CC[C@]3(C)[C@H](CC[C@@H]4[C@@]5(C)CCC(N)C(C)(C)[C@@H]5CC[C@]43C)[C@@H]12 (stereo not given in full) | -82* | -95* | -87* | -90* | -67* | -91* | -81* | -77*
Cc1ccc(CN(C2CCS(=O)(=O)C2)S(=O)(=O)c2ncsc2-c2ccccc2)cc1 (stereo not given) | 103 | 98 | 96 | 110 | 101 | 109 | / | 102
Cn1cc(S(=O)(=O)NC2=CN3CC=CC3CC2=O)cn1 (stereo not given) | 96 | 101 | 107 | 109 | 87 | 108 | 91 | 89
CN1CCN(Cc2ccc(NC(=O)c3nc4ccc5[nH]ncc5c4c4c3CCC4)cc2C(F)(F)F)CC1 | -85* | 88 | -62* | -91* | -72* | / | 104 | -64*
CN1C(=O)C2(Nc3cc(Cl)ccc3S2)c2cc(F)ccc21 (stereo not given) | 100 | 89 | 80 | 102 | 96 | 86 | 108 | 89
O=C1/C(=C/c2ccc([N+](=O)[O-])o2)Oc2ccc(Br)cc21 | 45 | 82 | 35 | -41* | 107 | 71 | 57 | 69
Cc1ccc(C)n1CCCCCCn1c(C)ccc1C | 94 | 104 | 83 | 114 | 88 | 103 | 110 | 95
CNC(=O)Nc1ccc(-c2ccc3ncnc(Nc4cccc(Cl)c4)c3c2)cc1 | 63 | 56 | 65 | 64 | 42 | 59 | 66 | 66
O=C(O)c1nc(-c2cccc(Cl)c2)nc2ccccc12 | 104 | 98 | 99 | 101 | 98 | 108 | 109 | 99
COC(=O)c1c(O)cc(OC)cc1O | 104 | 101 | 100 | 109 | 98 | 105 | 98 | 89
CC(C)OC(=S)SSC(=S)OC(C)C | 102&98 | 96&98 | 97&108 | 109&103 | 90&99 | 103&107 | 105&96 | 98&95
C[C@H]1[C@H](C)CC[C@]2(C(=O)OCCOCCOCC[P+](c3ccccc3)(c3ccccc3)c3ccccc3)CC[C@]3(C)C(=CC[C@@H]4[C@@]5(C)CC[C@H](OC(=O)C(Cl)Cl)C(C)(C)[C@@H]5CC[C@]43C)[C@H]12 | 9.0* | -98* | -24* | -24* | 11 | 30 | -22* | -14*
COc1ccc(N/N=C2\CCCc3ccccc3C2=O)cc1 | 89 | 92 | 80 | 94 | 102 | 103 | 108 | 106
Cc1cc(C(=O)CC(=O)C(F)(F)C(F)(F)C(F)(F)F)c(C)s1 | 113 | 111 | 90 | 100 | 103 | 109 | 105 | 102
CC(C)(C)c1cc(Br)c(O)c(CNCCO)c1 | 100 | 101 | 103 | 106 | 107 | 105 | 117 | 124
CNC(=O)c1cc(N2CCc3cc(NC(=O)Nc4ccc(N5CCOCC5)c(C(F)(F)F)c4)ccc32)ccn1 | 17 | 13 | -30* | 41 | 44 | 50 | 46 | 59
Cn1nc(N)c2ncc(-c3ccc(Cl)cc3)nc21 | 131 | 68 | 80 | 104 | 80 | 102 | 98 | 86
O=C(/C(=N/Nc1ccccc1)c1ccccc1)c1ccccc1 | 102 | 93 | 81 | 110 | / | 99 | 102 | 113
COc1ccc2[nH]c(=O)cc(NNC(=S)Nc3ccccc3)c2c1 | 99 | 101 | 96 | 100 | 101 | 111 | 106 | 110
COc1cc(C2=NN(c3ccc(S(N)(=O)=O)cc3)C(c3ccc(Cl)cc3)C2)cc(OC)c1OC (stereo not given) | 46 | 27 | / | 29 | 26 | 44 | 67 | 58
O=C1C2C3C=CC(C3)C2C(=O)N1c1cccc(O)c1 (stereo not given) | 102 | 99 | 102 | 100 | 102 | 105 | 107 | 105
Cc1nc(N)[nH]c(=O)c1CCC#N | 103 | 106 | 101 | 127 | 102 | 109 | 111 | 99
O=C(Nc1ccc(Cl)c(C(F)(F)F)c1)Nc1ccc2c(ccn2C(=O)c2cccc(F)c2)c1 | 56 | 63 | 40 | 35 | 31 | 47 | 45 | 61
CC[C@]12C=CCN3CC[C@@]4(c5ccc(OC)cc5N(C)[C@H]4[C@@](O)(C(=O)OC)[C@@H]1OC(=O)CCCOc1cc(O)c4c(=O)cc(-c5ccccc5)oc4c1)[C@@H]32 | 101 | 91 | 65 | 105 | 83 | 104 | 109 | 104
CC(=O)Nc1cc2c(cc1Br)-c1ccccc1C2O (stereo not given) | 98 | 89 | 85 | 106 | 103 | 116 | 87 | /
O=C(O)c1ccc(-c2nn(-c3ccc(C(F)(F)F)cc3)cc2CNc2ccc(F)cc2)cc1 | 89 | 95 | 91 | 96 | 84 | 96 | 94 | 102
Cc1cccc(/C=C/C(=O)Nc2ncc(Cc3cccc(C)c3)s2)c1 | 0.5* | -19* | 15 | -70* | 31 | 50 | / | 38
Clc1ccc2c(NCCNc3nc(N4CCOCC4)nc4ccccc34)ccnc2c1 | -65* | / | -65* | -8.8* | 5.3* | -48* | -43* | 91
O=Cc1c[nH]c2ccc(-c3csc4ccccc34)cc12 | 23 | 61 | 34 | -18* | 48 | 70 | 110 | 39
CC1NC2CCCCC2C1CCNC(=O)C1CCN(C(=O)C2CCCCC2F)CC1 (stereo not given) | 100 | 104 | 91 | 103 | 106 | 107 | 117 | 104
COc1cccc(-c2nc(N)n(-c3nc4ccccc4s3)n2)c1 | 95 | 98 | 95 | 98 | 102 | 104 | 102 | 95
N#Cc1c(NC(=O)CN(Cc2ccccc2)Cc2ccccc2)sc2c1CCCC2 | 99 | 97 | 74 | 97 | 90 | 102 | 110 | 98
CCCCOC(=O)N1CCCCC1CCC (stereo not given) | 95 | 104 | 100 | 102 | 98 | 107 | 99 | 100
CCCCCCCCCCCCCCCCNc1ccccc1 | 106 | 104 | 99 | 111 | 60 | 113 | 90 | 82

Continuation:
SMILES | M14 | SK-MEL-5 | UACC-62 | MDA-MB-435 | A549/ATCC | SK-MEL-28 | SK-MEL-2 | UACC-257
CC1(C)CC(=O)C(CC2=C(N)CC(C)(C)CC2=O)=C(N)C1 | 100 | 112 | 90 | 97 | 104 | 112 | 94 | 95
Nc1nc(Cl)cc(SCc2ccc(Cl)cc2Cl)n1 | 106 | 115 | 96 | 109 | 102 | 119 | 121 | 112
O=C1/C(=C/c2cc(-c3ccc4c(c3)OCO4)n[nH]2)CCc2ccccc21 | 103 | 98 | 95 | 98 | 96 | 102 | 104 | 104
O=C(/C=C/c1ccccc1F)c1cccc(OCCCCOc2cccc(C(=O)/C=C/c3ccccc3F)c2)c1 | 101 | 100 | 95 | 110 | 100 | 109 | 99 | 102
N=S(=O)(NC(=O)c1ccc(Cl)cc1Cl)c1ccc(Br)s1 (stereo not given) | 100 | 95 | 112 | 96 | 81 | 111 | 116 | 98
O=c1oc2ccccc2cc1-c1cc(CCc2ccccc2)cc(-c2cc3ccccc3oc2=O)n1 | 102 | 103 | 96 | 108 | 107 | 111 | 109 | 111
COc1ccc(-c2nc(N3CCCC3=O)sc2Br)cc1OC | 116 | 90 | 90 | 94 | 97 | 102 | 86 | 98
CCOC(=O)c1c(Nc2ccccc2)nn(C)c1N | 110 | 99 | 91 | 107 | 102 | 110 | 109 | 103
C#CCC#CCN1CCC[C@H]1C(=O)NCC(=O)OC | 107 | 100 | 104 | 105 | 98 | 101 | 100 | 94
C/C(=N/Nc1nc2ccccc2n1C)c1ccccn1 | -4.5* | -6.7* | -26* | 33 | 4.0* | 28 | 40 | -29*
O=C(NNC(=O)c1cccc2ccccc12)c1ccc(Cl)cc1Cl | 101 | 100 | 90 | 101 | 91 | 108 | 101 | 97
CCOC(=O)c1c2c(cn1Cc1cc(OC)ccc1OC)-c1oncc1CC2 | 80 | 94 | 69 | 24 | 90 | 91 | 91 | 116
